Compound activity (PubChem BioAssay)
KOR beta-arrestin-1: KOR agonists, beta-arrestin recruitment, primary screen, cell-based, luminescence, uHTS (AID 1777); 280,000 compounds, 0.02% hits; activation, % at 10 µM, or EC50 in µM where a hit was titrated; KOR beta-arrestin recruitment, luminescence; higher % means a stronger effect; in the data active = activation above about 50%, passing the limit was not always enough; note: a part of the inactive calls stands beside numbers as strong as those of hits
HEK293 NOD2/NF-kB: NOD2 signaling inhibitors, cell-based, luminescence, uHTS, HEK293 (AID 1566); HEK293 NOD2/NF-kB luciferase reporter, luminescence; higher % means a stronger effect; one-dose inhibition, % at 4 µM; EC50 in µM for titrated hits; 290,000 compounds, 0.63% hits; note: many of its hits are not listed in these tables
Siah-1 displacement: blockers of Siah-1 interaction with plectin peptide – biochemical, fluorescence polarization, rhodamine-plectin, uHTS, primary screen (AID 1817) | Siah-1 / rhodamine-plectin peptide fluorescence polarization; higher % means a stronger effect | displacement, % at 20 µM, or IC50 in µM where a hit was titrated | 290,000 compounds, 0.02% hits;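 active = displacement of at least 50% at 20 µM, with a fluorescence ratio check between 0.3 and a set limit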;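 note: plate controls were Siah plus tracer with DMSO for no effect and tracer alone without Siah for full effect; strong numbers were not always called active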
NOD1 inhibition: NOD1 signaling inhibitors, primary screen, cell-based, luminescence, uHTS (AID 1578); NOD1-driven NF-kB luciferase reporter cells, luminescence; higher % means a stronger effect; inhibition, % at 4 µM; hits with a dose series show EC50 in µM; 290,000 compounds, 1% hits; in the data active = inhibition mostly above about 36%, no sharp cut-off; inactive = mostly below about 34%;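 note: HEK-293T reporter cells stimulated with the NOD1 agonist gamma-tri-DAP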
PhoP inhibition: inhibitors of PhoP regulon expression, primary screen, Salmonella Typhimurium, GFP reporter (AID 1863); 300,000 compounds, 0.16% hits; inhibition, % at 50 µM; hits with a dose series show IC50 in µM; S. Typhimurium PhoP-regulated promoter GFP reporter, 4 h; higher % means a stronger effect;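 active = inhibition over 29.93%, a cutoff 3 SD above the screen mean, later confirmed by dose response; inconclusive = inhibition over 29.93% but no dose response follow-up; inactive = inhibition at most 29.93% or unconfirmed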;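 note: 0% = low Mg2+ inducing control and 100% = high Mg2+ repressing control; strong numbers were not always called active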
HIV peptide binding: cell-free HIV fusion peptide-binding blockers – biochemical, uHTS, fluorescence dequenching, primary screen (AID 1986); cell-free peptide binding, fluorescence dequenching, 30 min; higher % means a stronger effect; inhibition, % at 20 µM, or IC50 in µM where a hit was titrated; 290,000 compounds, 0.3% hits; in the data active = inhibition mostly above about 52%, no sharp cut-off; inactive = mostly below about 76%; note: some results filed as inactive read as strong as hits
LYP phosphatase: PTPN22 lymphoid phosphatase activity blockers – biochemical, fluorescence intensity, uHTS (AID 1779); recombinant LYP phosphatase, fluorescence intensity; higher % means a stronger effect; one-dose inhibition, % at 11.5 µM; IC50 in µM for titrated hits; 290,000 compounds, 0.054% hits;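 note: plate controls were vehicle with enzyme for no effect and no enzyme for full effect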
Myeloid diff MLP: compounds promoting myeloid differentiation; calls only at 10 µM; ER-HoxA9 myeloid progenitors, lysozyme-GFP differentiation, flow cytometry; AID 624256; 360,000 compounds, 1% hits;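 active = normalized GFP-positive differentiation at or above the plate's own cutoff, the solvent-only control mean plus 3 SD; inconclusive = no clear call, values can overlap the other calls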;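 note: cells exposed to compound for four days before flow analysis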
KOR beta-arrestin-2: KOR antagonists, beta-arrestin recruitment, cell-based, luminescence, uHTS (AID 1778); KOR beta-arrestin recruitment, luminescence, antagonist mode; higher % means a stronger effect; one-dose inhibition, % at 10 µM; IC50 in µM for titrated hits; 290,000 compounds, 0.091% hits; note: strong numbers were not always called active
Myeloid diff MLP GFP+ MAC1+ %: recorded beside Myeloid diff MLP, whose call it bears; GFP+ MAC1+ double positive, %; measured here: differentiation confirmed by MAC1 staining
An asterisk follows results filed as active; i = inactive; ? = inconclusive; nt = no result given; [ ] = remark or other dose. Cut-off read from the data, not from the text of the source, unless noted: active = inhibition above about 50%; inactive = the rest. This is a subset. The share of hits here may be higher or lower than overall.

Start of the listing, in advance:
SMILES	KOR beta-arrestin-1	HEK293 NOD2/NF-kB	Siah-1 displacement	NOD1 inhibition	PhoP inhibition	HIV peptide binding	LYP phosphatase	Myeloid diff MLP	Myeloid diff MLP GFP+ MAC1+ %	KOR beta-arrestin-2
CCOC(=O)N1CCC(N2CC34C=CC(O3)C(C(=O)Nc3ccc(C(C)C)cc3)C4C2=O)CC1 (stereo not given)	-0.4%	4%	-1%	-13%	10%	-3.6%	-6%	i	1.9	23%
COc1cccc(C(C(=O)NC2CCCC2)N(CC2CCCO2)C(=O)Cc2cccs2)c1 (stereo not given)	4.9%	15%	3%	-9%	-13%	-0.6%	-2%	i	0.4	-32%
COc1ccc(-n2c(=O)c3c(C)c(C)sc3n(Cc3ccc(F)cc3)c2=O)c(OC)c1	-4.6%	-15%	-11%	3%	-6%	1.3%	8%	i	0.4	30%

The whole of this part, from the first entry:
SMILES	KOR beta-arrestin-1	HEK293 NOD2/NF-kB	Siah-1 displacement	NOD1 inhibition	PhoP inhibition	HIV peptide binding	LYP phosphatase	Myeloid diff MLP	Myeloid diff MLP GFP+ MAC1+ %	KOR beta-arrestin-2
CCOC(=O)N1CCC(N2CC34C=CC(O3)C(C(=O)Nc3ccc(C(C)C)cc3)C4C2=O)CC1 (stereo not given)	-0.4%	4%	-1%	-13%	10%	-3.6%	-6%	i	1.9	23%
COc1cccc(C(C(=O)NC2CCCC2)N(CC2CCCO2)C(=O)Cc2cccs2)c1 (stereo not given)	4.9%	15%	3%	-9%	-13%	-0.6%	-2%	i	0.4	-32%
COc1ccc(-n2c(=O)c3c(C)c(C)sc3n(Cc3ccc(F)cc3)c2=O)c(OC)c1	-4.6%	-15%	-11%	3%	-6%	1.3%	8%	i	0.4	30%
COc1ccc(/C=C2\CCCC3C2=NN(C(=O)c2scnc2C)C3c2ccc(OC)c(OC)c2)cc1OC (stereo not given)	3.8%	-19%	-4%	28%	12%	-4.2%	-9%	i	7.3	-46%
Cc1ccc(S(=O)(=O)N2CCC(=O)N(C(COCc3cccc(C(F)(F)F)c3)C(C)C)CC2)cc1 (stereo not given)	6.6%	13%	-4%	-6%	-4%	-0.7%	6%	i	1.2	-43%
O=C(NCc1cccc(F)c1)c1ccc(N2C(=O)Cn3c(cc4sccc43)C2=O)cc1	4.1%	-1%	13%	-40%	-7%	16%	5%	i	0.5	16%
O=C(CCC(=O)N1CCCc2ccccc21)N1CCN(S(=O)(=O)c2ccccc2)CC1	-5.4%	3%	-1%	0%	11%	1.0%	-10%	i	0.7	6%
CN1CCC(=NNC(=O)C(=O)NC2CCCC2)CC1	-9.2%	12%	-4%	2%	-12%	6.5%	-11%	i	0.7	25%
COc1cc(C(=O)N2CCC(c3nc(-c4cccnc4)no3)CC2)cc(OC)c1OC	-0.9%	-5%	-1%	-19%	5%	0.1%	-3%	i	5.9	-5%
c1ccc(-c2ccc(CN3C[C@@H]4C(c5ccccc5)C5(c6cccnc6)CC4(C5)[C@H]3c3ccccc3)cc2)cc1 (stereo not given in full)	2.7%	6%	11%	-3%	-1%	2.6%	0%	i	1.3	-2%
COC(=O)c1sccc1NC(=O)Nc1ccc(OC)cc1	6.9%	-18%	-1%	-45%	-2%	1.8%	1%	i	0.1	-11%
CCc1cc(=O)oc2c(C)c(OCC(=O)NCC3CCC(C(=O)O)CC3)ccc12 (stereo not given)	0.1%	-9%	-5%	9%	-3%	0.0%	-6%	i	2.8	-4%[20 µM]
O=C(O)CCc1ccc(-c2cccs2)n1NC(=O)c1ccccc1Br	1.5%	-9%	0%	-14%	14%	16%	3%	i	3.1	14%
CN1CCN(C(=O)CCNC(=O)Cn2cnc3ccccc3c2=O)CC1	-3.3%	-9%	4%	-33%	14%	-0.7%	-5%	i	1.5	-15%
O=c1[nH]c(/C=C/c2ccccc2Cl)c([N+](=O)[O-])c(=O)[nH]1	-2.4%	8%	11%	-3%	-10%	12%	-2%	i	0.7	0%
O=C(O)CCCC(=O)Nc1ccccc1C(=O)N1CCCC1	1.6%	-8%	0%	-4%	2%	-0.7%	-4%	i	1.5	26%
Cn1c2c(c(=O)n(C)c1=O)[C@@]1(C(=O)Nc3ccccc31)C(C#N)=C(N)O2	-4.2%	11%	1%	-10%	8%	1.8%	-2%	i	0.6	8%
CN(C)c1ccc(/C=C(\C#N)c2ccccc2)cc1	-0.2%	-145%	17%	-12%	-1%	0.0%	-6%	?	nt	-45%
CSC1=NCCN1C(=O)c1ccc(S(=O)(=O)N2CCOCC2)cc1	5.4%	7%	0%	-7%	1%	1.6%	-9%	i	1.2	-27%
O=C(N1CCOCC1)N1CCC(n2nnc3cc(F)ccc32)CC1	-4.3%	21%	3%	-21%	-2%	0.8%	-2%	i	0.8	-22%
COC(=O)c1c(O)ccc(Oc2ccccc2)c1C(=O)OC	-2.5%	-4%	-2%	-28%	19%	3.9%	11%	i	1.1	27%
CN(C)S(=O)(=O)c1ccc(C(=O)Nc2ccc(CN3CCCC3)cc2)cc1	4.1%	10%	-7%	16%	8%	-1.5%	-4%	i	1.2	-40%
Oc1ccc(/C=N/N=C/c2ccc(O)cc2)cc1	nt	-10%	9%	-40%	6%	-1.6%	1%	i	0.4	12%[20 µM]
O=S(=O)(c1ccc2ccccc2c1)N1CCOCC1	0.3%	2%	-4%	-7%	10%	-2.3%	-5%	i	0.0	-47%
Cc1ccc2c(c1)[C@H]1OCC[C@H]1[C@@H](c1ccncc1)N2	-0.1%	7%	2%	-9%	12%	-2.1%	-3%	i	0.7	4%
CN(C)/C=N/c1sc2c(c1C#N)CCC2	nt	1%	1%	9%	-6%	-3.5%	-4%	i	1.3	-35%
O=C(NO)c1ccc(OC(F)F)cc1	1.3%	-15%	-3%	0%	-4%	-2.7%	-11%	i	0.7	-2%
O=C1c2ccccc2NC(c2cccc(O)c2)N1c1ccccc1 (stereo not given)	0.9%	-49%	-4%	-4%	nt	-1.3%	-2%	i	1.6	24%
O=C(NCCCn1ccnc1)c1cccc(Cl)c1	-0.1%	-18%	-2%	-9%	-73%	-0.8%	3%	i	1.1	12%
CS(=O)(=O)N1CCN(c2ccccc2NC(=O)c2cccs2)CC1	-7.0%	-6%	-6%	23%	4%	-3.1%	4%	i	0.2	-4%
COC(=O)NNC(=O)COc1ccc2ccccc2c1Br	14%	-7%	2%	-5%	7%	0.0%	-4%	i	3.3	-43%
O=C(c1ccc(Cl)c(S(=O)(=O)N2CCCCCC2)c1)N1CCN(c2ccccn2)CC1	4.9%	18%	0%	19%	-6%	0.4%	6%	i	6.3	8%
Nc1nonc1-n1nnc(C(=O)N/N=C/c2cc(Br)ccc2O)c1CSC1=NCCS1	4.3%	36%	-6%	-43%	122µM*	7.8%	7%	?	nt	4%
COc1cccc(C2CCCN2Cc2nc(-c3sccc3C)oc2C)c1 (stereo not given)	-3.9%	-6%	2%	-32%	8%	2.4%	-8%	i	0.3	3%
Cc1ccccc1Cn1c(C(=O)OC(C)C)cc2c1ccn2C	1.7%	16%	1%	40%	-1%	3.6%	-1%	i	1.3	-16%
COc1ccccc1NC(=S)N(Cc1ccco1)Cc1cc2cc(C)c(C)cc2[nH]c1=O	2.1%	-2%	8%	-4%	9%	15%	-11%	?	nt	44%
CC(=O)Nc1ccc(OS(=O)(=O)c2c(C)cc(C)cc2C)cc1	-4.9%	15%	2%	6%	-5%	0.5%	0%	i	0.8	12%
COC(=O)c1c(C)nn(-c2ccc(OC(F)(F)F)cc2)c1-c1snnc1C	4.7%	19%	7%	-2%	5%	1.6%	-5%	i	0.1	4%
C=CCn1c(SCC(=O)Nc2ncc(Cc3ccc(Br)cc3)s2)nnc1-c1ccncc1	18%	18%	0%	60%	-5%	-0.7%	0%	i	11	0%
Cc1ccc(OCC(=O)N2CCc3ccccc3C2)c([N+](=O)[O-])n1	-5.9%	-3%	15%	-39%	5%	0.0%	-6%	i	1.2	8%
O=C(c1c[nH]c2ccccc12)N1CCN(c2ccccc2)CC1	-1.7%	-10%	-2%	-15%	8%	-0.8%	-2%	i	1.1	-12%
Cc1ccccc1C(=O)NCC(=O)NNC(=S)NC(=O)c1ccccc1	-1.7%	13%	-3%	5%	1%	0.0%	15%	i	0.4	11%
CCOc1ccc(NC(=O)CCC(=O)N/N=C2\CCCc3ccccc32)cc1	-4.9%	-8%	12%	-21%	-3%	0.7%	-9%	i	2.8	35%
COc1ccc(N=Cc2nc(-c3ccccc3)oc2OC(=O)c2ccccc2)cc1	3.8%	-39%	4%	-42%	-11%	-0.1%	-11%	i	0.6	-34%
CCCCOC(=O)CSc1nnc(N)s1	5.1%	7%	-3%	9%	16%	-1.5%	-6%	i	8.1	18%
CC(SCC(=O)Nc1ccc(F)cc1)c1nc2ccccc2c(=O)[nH]1 (stereo not given)	-2.4%	6%	2%	-14%	-3%	-0.2%	-11%	?	nt	-6%
Cc1ccc(F)c(NC(=S)Nc2cccc3ccccc23)c1	6.2%	-17%	23%	23%	5%	1.1%	-6%	i	1.5	-13%
CC(C)(C)C(=O)O/N=C(\N)c1ccc([N+](=O)[O-])s1	-3.7%	23%	3%	-6%	-4%	0.2%	2%	i	1.0	20%
O=C1CSC(c2nn(-c3ccccc3)cc2-c2cc3ccccc3oc2=O)N1Cc1ccco1 (stereo not given)	3.3%	-5%	1%	10%	1%	2.6%	5%	i	2.4	-28%
COc1ccc(/C=N/n2cnc3c([nH]c4ccccc43)c2=O)cc1COc1ccccn1	3.0%	12%	0%	-13%	-10%	7.9%	4%	nt	nt	21%
COCCN(C(=O)COC(=O)/C=C/c1ccco1)c1c(N)n(Cc2ccccc2)c(=O)[nH]c1=O	5.2%	-1%	-2%	-20%	1%	-0.5%	-2%	i	1.2	-5%
CCn1c(SCC(=O)Nc2ccc(C)cc2)nc(O)cc1=O	-1.3%	4%	-2%	1%	-6%	3.2%	-7%	i	0.8	3%
c1ccc(-c2ncc(CSc3nncn3-c3ccccc3)s2)cc1	-6.1%	-7%	-9%	-5%	-2%	-1.9%	-3%	i	0.9	nt
CNC(=O)COC(=O)c1cc(-c2ccco2)nc2ccccc12	1.3%	11%	60%	4%	-7%	40%	-1%	i	0.8	13%
CCn1c(CC(=O)Nc2ccccc2)nnc1SCC(=O)N1CCOCC1	-0.3%	4%	5%	-13%	-5%	0.3%	-13%	i	0.5	-1%
N#CC1C=Cc2ccccc2N1C(=O)c1ccccc1 (stereo not given)	2.4%	15%	i	0%	-4%	-0.8%	-4%	i	0.3	6%
O=C(Nc1nnc(Cc2ccccc2)s1)c1ccccc1	-1.3%	-54%	5%	-39%	5%	0.4%	-9%	i	0.4	16%
